MEKK2 WT-MEK5: raises or lowers MEK5 binding to wildtype human MEKK2 PB1 domain; 1.1% of 290,000 active; Q9Y2U5; AID 1531; bead flow cytometry, Alexa488-MEK5 binding to MEKK2 WT; actives lie on both sides; binding response (% of control), % at 10 µM; in the data active = binding response below about 67% or above about 130%
MEKK2 mut-MEK5: signal of MEK5 binding to mutant human MEKK2 PB1 domain; bead flow cytometry, Alexa488-MEK5 binding to MEKK2 mutant; percent response, % at 10 µM; 0.35% of 290,000 active; AID 1530; in the data active = percent response above about 24%, passing the limit was not always enough; also: inactives centre near 1; some results filed as inactive read as strong as hits
HCV NS3 hel inh: blocks Hepatitis C virus NS3 helicase unwinding; 0.56% of 290,000 active; NS3 helicase DNA unwinding, Cy5 molecular beacon fluorescence; AID 1800; inhibition, % at 10.9 µM;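 active = inhibition above the mean of all tested compounds plus 3 SD, set per campaign, cut at about 35% in these data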;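 also: 0% = DMSO wells and 100% = thioflavine S control wells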
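System: NS3 helicase fragment of HCV / Schedule: 1 h at 25 °C / Control set: DMSO alone as 0% and 110 µM thioflavine S as 100% / Reagent: Cy5/quencher beacon DNA duplex and ATP to start / Technique: Cy5 fluorescence / Replication: singlicate / Evaluation: % inhibition of end-to-start signal ratio versus controls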
UBC9 SUMO inh: SUMOylation inhibition; HTRF SUMOylation assay, SAE1/SAE2 + UBC9, in vitro; P63279; inhibition, % at 35 µM; AID 2006; 0.36% of 290,000 active; in the data active = inhibition above about 50%, passing the limit was not always enough; also: strong numbers were not always called active
Target sequence (P63279 whole entry, looked up): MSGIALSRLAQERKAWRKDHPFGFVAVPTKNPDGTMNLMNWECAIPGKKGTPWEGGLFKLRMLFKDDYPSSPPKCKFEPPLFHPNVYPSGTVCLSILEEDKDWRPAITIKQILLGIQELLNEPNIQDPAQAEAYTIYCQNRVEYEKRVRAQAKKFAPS
CRFR2-BP ag: agonists of human CRF-binding protein/CRF-R2 receptor complex. 0.46% of 350,000 active. AID 588473. activation, % at 13.2 µM. HEK293 CRF-R2/CRF-BP, calcium dye fluorescence (FLIPR); percent of saturating CRF peptide response;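 active = activation of at least 50%, plus an integration ratio under a set limit after plate pattern correction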;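 also: plate controls were neutral control wells without compound for no effect and CRF at EC100 for full effect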
DNA FID counter: displaces DNA intercalator in HCV helicase counter-screen; inhibition, % at 7.9 µM; DNA fluorescent intercalator displacement, fluorescence; 0.17% of 290,000 active; in the data active = inhibition above about 37%;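 also: 0% = vehicle and 100% = reference compound; higher means more ethidium bromide displaced from hairpin DNA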
GalR3 antagonist: human GalR3 antagonism. AID 651719. HEK293 GalR3-CNG cAMP membrane potential fluorescence; galR3 body fused to GalR1 C-terminus. O60755. inhibition, % at 3 µM. 0.44% of 360,000 active;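 active = inhibition above the screen-wide average plus 3 SD, cut at about 13% in these data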;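 also: forskolin and galanin both at EC90 stimulate the cells; cAMP rise reported by CNG channel membrane potential dye signal; 0% = forskolin plus galanin with DMSO and 100% = forskolin alone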
Target sequence (O60755 1-299 limits assumed): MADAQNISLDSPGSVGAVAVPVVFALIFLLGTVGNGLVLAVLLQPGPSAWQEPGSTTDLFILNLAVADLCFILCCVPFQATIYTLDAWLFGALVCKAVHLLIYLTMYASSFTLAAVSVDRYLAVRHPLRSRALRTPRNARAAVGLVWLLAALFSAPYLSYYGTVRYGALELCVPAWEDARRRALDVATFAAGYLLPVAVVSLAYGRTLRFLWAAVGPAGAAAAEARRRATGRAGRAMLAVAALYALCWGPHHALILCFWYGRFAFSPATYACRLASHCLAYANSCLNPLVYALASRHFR
CRFR2-BP antag: blocks CRF-induced signaling of the CRF-BP/CRF-R2 complex | 0.59% of 350,000 active | HEK293 CRF-R2/CRF-BP, CRF-induced calcium fluorescence | inhibition, % at 11.8 µM;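 active = inhibition of the ligand-induced calcium signal above about 50% at the single tested concentration, limit read from the data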
MEKK3 PB1 HTS: MEKK3-MEK5 PB1 interaction, increase or decrease; Q99759; bead-based flow cytometry, Alexa488-MEK5 binding to MEKK3; actives lie on both sides; 0 = blocked by unlabeled MEK5, 100 = vehicle; binding response (% of control), % at 10 µM; 1.4% of 290,000 active; AID 1529;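 active = binding response more than 3 SD above or below the average of its plate-row segment, actives on both sides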;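 also: Alexa488 bead fluorescence after subtracting the streptavidin-only scavenger bead signal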
Target sequence (Q99759 whole entry, looked up): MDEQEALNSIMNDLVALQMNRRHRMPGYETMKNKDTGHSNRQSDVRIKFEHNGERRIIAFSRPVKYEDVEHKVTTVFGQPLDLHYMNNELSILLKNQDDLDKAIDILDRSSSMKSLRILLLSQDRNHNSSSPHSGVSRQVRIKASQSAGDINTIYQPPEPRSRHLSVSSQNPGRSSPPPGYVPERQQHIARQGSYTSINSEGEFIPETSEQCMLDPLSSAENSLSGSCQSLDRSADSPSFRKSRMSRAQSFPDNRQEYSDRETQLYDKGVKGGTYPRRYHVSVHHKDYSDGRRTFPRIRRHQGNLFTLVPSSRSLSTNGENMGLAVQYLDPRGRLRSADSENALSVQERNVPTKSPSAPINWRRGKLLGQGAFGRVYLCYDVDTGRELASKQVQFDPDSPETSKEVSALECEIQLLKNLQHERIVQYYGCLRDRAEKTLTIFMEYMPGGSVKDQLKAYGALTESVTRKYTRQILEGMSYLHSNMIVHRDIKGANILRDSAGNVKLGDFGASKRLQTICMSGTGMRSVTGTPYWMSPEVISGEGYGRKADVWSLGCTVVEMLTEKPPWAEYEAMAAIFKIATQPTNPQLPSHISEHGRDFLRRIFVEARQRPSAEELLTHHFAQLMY
An asterisk follows results filed as active; x = no result given; & = joins results of further samples; [ ] = remark or other dose. The list is partial, so the mix of outcomes need not match the whole.

cpd	molecule	MEKK2 WT-MEK5	MEKK2 mut-MEK5	HCV NS3 hel inh	UBC9 SUMO inh	CRFR2-BP ag	DNA FID counter	GalR3 antagonist	CRFR2-BP antag	MEKK3 PB1 HTS
1	O=C(NCCN1CCOCC1)c1cc2sccc2n1Cc1ccc(Cl)cc1	127	11	-54	-3	-1.6	15	-6	-42	109
2	O=C(CN1CCN(c2ccc(F)cc2)CC1)Nc1ccc(F)c(F)c1	97	6	0	-6	-1.1	-11	0	7	94
3	COc1ccc(C(=O)NCCCNC(=O)c2cnccn2)cc1	101	-1	5	8	0.0	-4	-7	0	103
4	Cc1ccc(/C=N/n2cnc3sc(C)c(C)c3c2=O)o1	93	-4	-12	5	-2.4	0	0	-10	99
5	CCOc1ccc(-n2c(SCc3nc(-c4cccs4)no3)nnc2-c2ccncc2)cc1	95	3	-14	16	0.0	-41	-3	8	105
6	COc1ccc(-c2cc(C(F)(F)F)nc(NC3CCCC3)n2)cc1OC	107	2	-9	11	-0.4	-12	0	-39	103
7	N#Cc1ccc(/C=C2\CCCCn3c2nc2cc(C(=O)O)ccc2c3=O)cc1	104	2	10	8	-1.8	-27	-8	3	105
8	COc1ccc(NC(=O)N2CCN(c3nc(-c4cccc(OC)c4)cs3)CC2)cc1	94	-5	-14	9	3.9	-15	-7	-37	83
9	O=C(Oc1cncc(Cl)c1)c1ccco1	109	5	1	-33	-1.4	1	-4	31	120
10	CC(=O)c1ccc(C#CC(C)(C)O)s1	103	4	-4	1	-1.1	-3	0	-6	97
11	Cc1ccc2[nH]c(=O)c(CN(C)S(=O)(=O)c3cccc4nonc34)cc2c1	98	0	-7	6	-0.1	-3	1	-16	97
12	Cn1cc(-c2ccccc2)cc(C#N)c1=O	96	-1	3	8	-1.4	2	-1	30	102
13	Cc1ccc(C)c(OC(=O)c2cccnc2)c1	100	0	-2	1	0.0	-3	x	5	103
14	CCN(CC)S(=O)(=O)c1cc(NC(=O)CSc2nnc(-c3cccs3)o2)ccc1C	106	25	5	17	-2.8	-15	0	2	107
15	CCCC(=O)NC(=S)Nc1ccc(NC(=O)c2cccs2)cc1	101	2	0	8	-0.3	-7	-1	-4	103
16	CS(=O)(=O)N(CC(=O)N1CCN(c2cccc(Cl)c2)CC1)c1cccc(F)c1	89	-9	1	7	-3.2	-26	-3	-7	88
17	O=[N+]([O-])c1cnn(-c2nc(-c3cccs3)cc(C(F)(F)F)n2)c1	108	3	-2	5	1.4	0	-5	27	104
18	Cc1cccc(OCC(=O)NNC(=O)c2cccs2)c1	97	-2	6	-4	1.5	-2	-3	9	101
19	COc1ccc(C(=O)Nc2ccccc2C(=O)NCC2CCCO2)cc1 (stereo unspecified)	105	2	-2	1	0.2	-20	-4	-8	102
20	CCOC(=O)/C=C/C(=O)OCC(=O)NCc1ccccc1	94	-2	4	-4	-1.0	-3	2	16	101
21	CC(=O)Nc1ccc(NC(=O)CN(C)CCC#N)cc1	104	2	-4	12	-0.4	-2	-2	15	102
22	COc1cccc(NC(=O)CSc2nc3n[nH]c(C)c3c(=N)n2-c2cccc(OC)c2)c1	118	6	-32	-16	0.8	-6	4	-3	107
23	CCc1ccc(NC(=O)CSc2nc3ccsc3c(=O)n2CCCCCC(=O)O)cc1	93	-4	-8	17	0.3	-7	-5	5	96
24	CC(=O)Oc1ccc(-c2cccc(C(=O)NCCO)c2)cc1	94	-7	-9	-2	-2.1	5	-3	9	99
25	CCCc1cc(C(=O)N2CCCC(C(=O)c3ccc(Cl)cc3)C2)n(C)n1 (stereo unspecified)	97	0	12	-7	-1.4	-39	-9	-10	98
26	O=C(Cc1cccc(F)c1)N1CCCC(CO)(Cc2ccc(F)cc2F)C1 (stereo unspecified)	106	6	-7	8	5.0	-29	-8	1	107
27	Cc1nc2cc(NS(=O)(=O)c3ccccc3)ccc2n1C	99	0	17	12	-1.2	2	-11	14	102
28	COc1cc2[nH]c(=S)nc(NCc3ccc(C)cc3)c2cc1OC	109	6	-11	-1	-0.4	4	-10	0	105
29	CCc1ccc(NC(=O)C2(C)Cc3ccccc3C(=O)O2)cc1 (stereo unspecified)	109	6	-7	-12	-0.3	-14	-3	-18	103
30	CCOC(=O)C(O)C1CCc2c([nH]c3ccc(C)cc23)C1=O (stereo unspecified)	84	-20	-3	25	1.6	-23	-8	-4	88
31	CCC1CCCCN1C(=O)CSc1nnc(CNC(=O)c2ccco2)o1 (stereo unspecified)	92	-2	-3	2	0.3	-4	-1	11	91
32	Cc1cc(C)c(NC(=O)CN2CCN3CCCC3C2)c(C)c1 (stereo unspecified)	84	-8	-3	4	-1.3&-1.7	-11	-5&-1	26&0	88
33	O=C1NC(Cc2c[nH]c3ccccc23)C(=O)N1CCOc1ccc(F)cc1 (stereo unspecified)	96	0	1	-24	-0.3	-2	-4	-27	95
34	CC(NC(=O)C1CCN(S(=O)(=O)N2CCC3(CC2)OCCO3)CC1)c1ccccc1 (stereo unspecified)	109	7	6	15	1.6	-20	-5	3	105
35	NC(=O)CC(NC(=O)Cc1ccc(Br)cc1)c1ccc(N2CCN(c3ccccn3)CC2)c([N+](=O)[O-])c1 (stereo unspecified)	105	6	-30	0	-0.6	-19	-9	14	100
36	CCOc1ccc(N=C2SC(C(=O)O)CC(=O)N2C)cc1 (stereo unspecified)	92	-7	-1	-8	0.2	-1	-3	-2	88
37	COc1ccc(-n2c(C)c(C)c3c(NCCCO)ncnc32)cc1	100	0	-7	12	-2.5	-28	-4	10	101
38	C/C(N)=C(/C#N)C(=O)COC(=O)CNS(=O)(=O)c1ccc(C)cc1	99	-1	4	11	0.6	-1	-7	-12	102
39	CC(NC(=O)c1ccc(F)cc1)c1nc2ccccc2n1Cc1ccccc1F (stereo unspecified)	110	11	-6	0	-1.8	-25	x	26	105
40	CCOC(=O)c1cc(C(=O)Nc2ccccc2F)nn1C	104	2	-2	10	-0.5	-5	3	-13	103
41	CCOC(=O)C1CCN(C(=O)COC(=O)COc2ccc(Cl)cc2)CC1	53	-17	14	2	-1.0	-10	-4	5	37*[inhibitor]
42	COc1ccc(NS(=O)(=O)c2cc(S(C)(=O)=O)ccc2C)cc1	100	-1	16	7	1.2	-5	-4	2	98
43	COc1cc(C(c2nnnn2C(C)(C)C)N2CCN(c3nc4ccccc4s3)CC2)ccc1O (stereo unspecified)	100	7	0	10	-4.0	-20	2	16	105
44	O=C(NCc1ccccc1)c1cc2ccccc2o1	105	5	11	2	0.9	-3	-4	24	102
45	COc1ccc(CNC(=O)C(=O)NCC(c2ccco2)N2CCOCC2)cc1 (stereo unspecified)	107	0	0	12	-1.9	-8	3	1	120
46	CCOC(=O)C1CCN(C(=S)Nc2ccc(C)cc2)CC1	98	1	7	14	-1.0	-3	-7	-2	104
47	Cc1nc(SCc2ccccc2)[nH]c(=O)c1CC(=O)OCC(C)C	106	4	-17	6	-0.8	-28	-5	-4	107
48	Cc1cc(OCC(=O)NCc2ccccn2)cc(C)c1Br	105	-1	-3	-2	1.5	-15	x	-3	104
49	CCn1c(SCC(=O)Nc2cc(F)ccc2C)nnc1-c1ccccc1O	88	-4	21	-6	-2.2	-13	-3	-23	93
50	CCOc1ccc(NC(=O)C(c2ccccn2)N(C(=O)CCl)c2ccc(F)cc2)cc1 (stereo unspecified)	102	-2	-33	6	-0.3	-3	x	23	96
51	Cc1cc(NCC(C)C)n2ncnc2n1	107	4	4	5	-0.9	0	-2	-5	106
52	CCCCc1ccc(NC(=S)NCc2cccnc2)cc1	94	-2	-1	-10	-3.2	-12	-1	4	96
53	COC(=O)c1ccc(CSc2nnc(-c3ccncc3)n2Cc2ccccc2)o1	98	-1	4	14	-0.1	-24	-3	0	97
54	Cc1cc(Cl)c(S(=O)(=O)NC2CCCC2)cc1OCC(N)=O	104	3	-2	2	-1.4	-9	-2	-23	101
55	COC(=O)c1ccc(S(=O)(=O)NCc2ccc(S(N)(=O)=O)cc2)o1	96	-3	0	16	0.2	-5	-5	-1	98
56	COc1ccc(CCNc2oc(COc3ccccc3F)nc2C#N)cc1OC	107	2	-14	8	-1.7	-21	-5	-19	109
57	O=C(NC(=S)N1CCN(c2ccc(Cl)cc2[N+](=O)[O-])CC1)c1cccs1	109	17	0	0	-1.1	-7	x	-12	100
58	COc1cccc(CC2(CO)CCCN(Cc3cc(F)ccc3-n3cccn3)C2)c1 (stereo unspecified)	97	-6	-3	16	-0.1	4	-8	-10	95
59	CCOCCc1nnc(NC(=O)C(C)Oc2ccccc2)s1 (stereo unspecified)	103	1	3	18	2.6	-14	-6	-8	103
60	COc1ccccc1CC(=O)N1CCCC1	105	2	-1	10	0.2	-4	-1	-5	99

Pulled by structure from above (7):
cpd	molecule	MEKK2 WT-MEK5	MEKK2 mut-MEK5	HCV NS3 hel inh	UBC9 SUMO inh	CRFR2-BP ag	DNA FID counter	GalR3 antagonist	CRFR2-BP antag	MEKK3 PB1 HTS
33	O=C1NC(Cc2c[nH]c3ccccc23)C(=O)N1CCOc1ccc(F)cc1 (stereo unspecified)	96	0	1	-24	-0.3	-2	-4	-27	95
36	CCOc1ccc(N=C2SC(C(=O)O)CC(=O)N2C)cc1 (stereo unspecified)	92	-7	-1	-8	0.2	-1	-3	-2	88
23	CCc1ccc(NC(=O)CSc2nc3ccsc3c(=O)n2CCCCCC(=O)O)cc1	93	-4	-8	17	0.3	-7	-5	5	96
49	CCn1c(SCC(=O)Nc2cc(F)ccc2C)nnc1-c1ccccc1O	88	-4	21	-6	-2.2	-13	-3	-23	93
60	COc1ccccc1CC(=O)N1CCCC1	105	2	-1	10	0.2	-4	-1	-5	99
54	Cc1cc(Cl)c(S(=O)(=O)NC2CCCC2)cc1OCC(N)=O	104	3	-2	2	-1.4	-9	-2	-23	101
27	Cc1nc2cc(NS(=O)(=O)c3ccccc3)ccc2n1C	99	0	17	12	-1.2	2	-11	14	102

New compounds follow
cpd	molecule	MEKK2 WT-MEK5	MEKK2 mut-MEK5	HCV NS3 hel inh	UBC9 SUMO inh	CRFR2-BP ag	DNA FID counter	GalR3 antagonist	CRFR2-BP antag	MEKK3 PB1 HTS
61	O=C(Nc1cccc(N2C(=O)C3CCCCC3C2=O)c1)c1ccccc1 (stereo unspecified)	97	-2	8	19	0.2	-22	-4	-4	97
62	Cc1cccc(N2C(=O)C(Cc3ccccc3)NC2=S)c1 (stereo unspecified)	103	11	-4	-10	0.3	-3	-5	-9	102
63	Cc1ccc(S(=O)(=O)N(Cc2ccc(Cl)cc2)c2ccccc2C(=O)NCc2cccnc2)cc1	106	4	-24	-8	0.3	-34	0	15	108
64	CCCCNC(=O)c1onc(CSc2ccc(Cl)cc2)c1C(=O)O	98	1	31	0	-1.8	-28	-4	6	102
65	O=C(NCc1ccncc1)Nc1ccc2c(c1)OCO2	98	-1	1	-2	-0.4	-3	-6	-1	100
66	CC(=O)c1ccc(OCc2cccc(C(F)(F)F)c2)cc1O	108	11	15	-10	21	-2	-3	-48	106
67	C=CCn1c(SCC(=O)Nc2cc(C)on2)nc2sc3c(c2c1=O)CCCC3	x	x	2	30	-0.1	-3	-4	8	x
68	O=c1[nH]c(Cc2ccccc2)nc2ccccc12	89	-11	0	-4	-2.3	8	0	16	100
69	CN(CC(=O)NCc1ccccc1F)S(=O)(=O)c1ccc(Cl)cc1	97	-6	-3	12	-2.3	-12	-10	3	97
